HCMV inh = blocks human cytomegalovirus replication | HFF cells, HCMV-luciferase reporter, 72 h; active compounds read low | activity change, negative = inhibition, % at 57.5 µM | actives 4.5% (n = 410,000) | AID 1259415; in the data active means activity change below about -60%; inconclusive means no clear call, values can overlap the other calls; inactive means above about -39%
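After 16 h attachment at 37C, HFF cells received test compound and HCMV-luciferase (1 PFU/cell); reporter luminescence read 72 h later, data normalized against buffer-only and known inhibitor Salinomycin.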
Sm TGR inh = S. mansoni TGR enzyme inhibition | purified TGR, DTNB reduction, TNB absorbance 405 nm | Q962Y6 | Potency, µM (top dose mostly 114 µM), inactives show top-dose activity change, negative = inhibition, most hits filed as inhibitors | actives 3% (n = 360,000) | AID 485364; further: potency means the concentration at half of the fitted maximal effect; nearly all actives have a fitted effect of over 60% in size
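Kinetic colorimetric format: TGR-catalysed, NADPH-driven DTNB reduction monitored via TNB absorbance. Enzyme dispensed at 20 nM; compound exposure 15 min at room temperature before reaction start.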
FBPA Giardia inh = inhibitors of Giardia lamblia fructose-1,6-bisphosphate aldolase; Potency, µM (highest dose often 59.6 µM), inactives show at the highest dose activity, negative = inhibition, hits mostly inhibitors; purified Giardia FBPA; actives 0.71% (n = 290,000); further: potency means the concentration at half of the fitted maximal effect; nearly all actives have a fitted effect of over 55% in size
Target sequence (A8B2U2 whole entry, looked up): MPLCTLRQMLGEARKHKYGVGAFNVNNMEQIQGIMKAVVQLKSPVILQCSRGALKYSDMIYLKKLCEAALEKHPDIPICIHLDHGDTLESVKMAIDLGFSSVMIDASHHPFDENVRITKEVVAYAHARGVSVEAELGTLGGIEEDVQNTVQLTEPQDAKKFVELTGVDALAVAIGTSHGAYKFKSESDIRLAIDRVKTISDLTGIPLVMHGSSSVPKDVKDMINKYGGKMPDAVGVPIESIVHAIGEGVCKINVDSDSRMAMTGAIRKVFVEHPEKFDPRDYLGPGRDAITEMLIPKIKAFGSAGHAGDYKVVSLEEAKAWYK
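40 nM FBPA preincubated 10 min at RT with compound (up to 57.5 uM final), then substrate plus GAPDH/TPI/NAD/arsenate coupling and diaphorase/resazurin added. Fluorescence read after 20 min at RT, 525/598 nm.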
AmpC inh no detg = blocks E. coli AmpC beta-lactamase in detergent-free assay | P00811 | AmpC nitrocefin hydrolysis, absorbance 480 nm, 0.0001% Triton | Potency, µM (doses to about 57.1 µM), without a hit: top-dose activity change, negative = inhibition, usual class: inhibitors | actives 0.52% (n = 330,000);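 further: potency means the concentration at half of the fitted maximal effect; plate controls were no compound for no effect and no enzyme for full effect; nearly all actives have a fitted effect of over 20% in size; some results filed as inactive show a strong effect at the top dose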
Target sequence (P00811 whole entry, looked up): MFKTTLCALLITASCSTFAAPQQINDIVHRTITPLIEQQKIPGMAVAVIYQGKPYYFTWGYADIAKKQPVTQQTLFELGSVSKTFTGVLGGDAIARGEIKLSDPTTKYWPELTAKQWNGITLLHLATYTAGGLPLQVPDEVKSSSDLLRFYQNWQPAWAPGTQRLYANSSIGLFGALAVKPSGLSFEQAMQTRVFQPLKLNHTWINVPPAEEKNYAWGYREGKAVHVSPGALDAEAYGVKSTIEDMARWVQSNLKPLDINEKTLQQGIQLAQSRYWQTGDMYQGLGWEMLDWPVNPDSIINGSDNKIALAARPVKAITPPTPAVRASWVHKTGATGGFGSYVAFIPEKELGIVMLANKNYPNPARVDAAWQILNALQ
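20 mM phosphate pH 7.0 + 0.01% (detergent screen) or 0.0001% Triton X-100; 5.3 nM AmpC reagent; cpd preinc 15 min RT; nitrocefin (800 uM stock) to start; A480 q20 s × 4 min; Activity was normalised to no-enzyme and no-compound control wells.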
AmpC inh detg = blocks E. coli AmpC beta-lactamase in detergent assay | P00811 | AmpC hydrolysis of nitrocefin, absorbance 480 nm, 0.01% Triton | Potency, µM (top dose mostly 114 µM), without a hit: at the highest dose activity change, negative = inhibition, most hits filed as inhibitors | actives 0.041% (n = 370,000);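 further: potency means the concentration at half of the fitted maximal effect; 0% = no-compound wells and -100% = no-enzyme wells; nearly all actives have a fitted effect of over 25% in size; some results filed as inactive show a strong effect at the top dose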
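20 mM phosphate pH 7.0 + 0.01% (detergent screen) or 0.0001% Triton X-100; 5.3 nM AmpC reagent; cpd preinc 15 min RT; nitrocefin (800 uM stock) to start; A480 q20 s × 4 min; Activity was normalised to no-enzyme and no-compound control wells.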
AMA1-RON2 inh = inhibitors of Plasmodium falciparum AMA1-RON2 interaction; AlphaScreen AMA1-biotinylated RON2 peptide binding; Potency, µM (doses to about 58.2 µM), inactives show top-dose activity change, negative = inhibition, most hits filed as inhibitors; actives 0.2% (n = 360,000);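 further: potency means the concentration at half of the fitted maximal effect; 0% = vehicle wells and -100% = peptide control; nearly all actives have a fitted effect of over 45% in size; some results filed as inactive show a strong effect at the top dose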
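AMA1 (3D7) with his tag at 25 nM final met compounds first, then biotinylated RON2 peptide at 25 nM; detection used donor plus acceptor beads, 10 µg/mL apiece, read by AlphaScreen after 30 min at room temperature.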
Starred values were filed as active, the others as inactive; [ ] = another dose, or the depositor's remark. Unless noted, the call rests on the fitted dose curve; in most records, active means well fitted curve in the direction sought with a large enough effect; inconclusive means small, poorly fitted or top-dose-only effect, or another doubt; inactive means no such curve, though single readings can be large; an effect the other way counts as inactive or inconclusive. Unless noted, on the % scale 0 is the no-effect control and ±100 the full control effect.

What do the screens show for `CCN(CC(=O)NCc1cccs1)C(=O)COc1ccc(C(C)=O)cc1`?
HCMV inh: -9; Sm TGR inh: 1%; AmpC inh no detg: -10%; AmpC inh detg: 4%; AMA1-RON2 inh: 6%

Results for O=C(COc1ccc(-c2ccccc2)cc1)NNC(=O)Nc1ccccc1 ?
HCMV inh: 5; Sm TGR inh: -9%; AmpC inh no detg: -31%; AmpC inh detg: -3%; AMA1-RON2 inh: 109%[activator]

What do the screens show for `CNC(=S)Nc1ccccc1-c1ccccc1`?
HCMV inh: 28; Sm TGR inh: inconclusive; FBPA Giardia inh: 0%; AmpC inh no detg: -23%; AmpC inh detg: -5%; AMA1-RON2 inh: -6%

How did Cc1cc(C(=O)N/N=C/c2ccc3c(c2)OCO3)c(C)n1-c1ccc(F)cc1 do in these assays?
HCMV inh: inconclusive; Sm TGR inh: -19%; FBPA Giardia inh: -14%; AmpC inh no detg: -44%; AmpC inh detg: 3%; AMA1-RON2 inh: 1%

What do the screens show for `O=[N+]([O-])c1cccc(-c2cn3ccccc3n2)c1`?
HCMV inh: 22; Sm TGR inh: 2%; FBPA Giardia inh: 1%; AmpC inh no detg: -35%; AmpC inh detg: -7%; AMA1-RON2 inh: -13%

What do the screens show for `COc1ccc(NC(=O)c2cnc3sccn3c2=O)cc1`?
HCMV inh: 127; Sm TGR inh: -8%; FBPA Giardia inh: -1%; AmpC inh no detg: -22%; AmpC inh detg: -1%; AMA1-RON2 inh: -5%

How did CCOC(=O)/C(C#N)=C/c1ccc(SC)cc1 do in these assays?
HCMV inh: 20; Sm TGR inh: -2%; FBPA Giardia inh: -21%; AmpC inh no detg: -4%; AmpC inh detg: -5%; AMA1-RON2 inh: -5%

What do the screens show for `COc1ccc(NC(=O)CN(C)C(=O)CNC(=O)c2ccc3ccccc3c2)cc1`?
HCMV inh: 30; Sm TGR inh: -1%; AmpC inh no detg: 0%; AmpC inh detg: inconclusive; AMA1-RON2 inh: -10%

Results for CCOc1cc(/C=C(\C#N)C(=O)Nc2cccc(C(=O)O)c2)ccc1OCc1ccc(Br)cc1 ?
HCMV inh: -31; Sm TGR inh: -5%; FBPA Giardia inh: 13%; AmpC inh no detg: -32%; AmpC inh detg: 2%; AMA1-RON2 inh: -12%

What do the screens show for `Cc1nn2c(NCCOCCO)c3c(nc2c1-c1ccccc1)CCCC3`?
Sm TGR inh: 10%; FBPA Giardia inh: 0%; AmpC inh no detg: 140%[activator]; AmpC inh detg: -9%; AMA1-RON2 inh: 1%

What do the screens show for `CCC(=O)Nc1nnc(Cc2ccccc2)s1`?
HCMV inh: 56; Sm TGR inh: -1%; FBPA Giardia inh: 7%; AmpC inh no detg: -20%; AmpC inh detg: -4%; AMA1-RON2 inh: 2%

How did Cc1nc(CC(=O)Nc2nccs2)cs1 do in these assays?
HCMV inh: 25; Sm TGR inh: 11%; FBPA Giardia inh: -13%; AmpC inh no detg: -20%; AmpC inh detg: 0%; AMA1-RON2 inh: 6%

How did COc1ccc(N2CC(NC(=O)COc3ccccc3)CC2=O)cc1OC (stereo unspecified) do in these assays?
HCMV inh: 14; Sm TGR inh: 5%; AmpC inh detg: 3%

How did O=C(CC1C(=O)NCCN1Cc1cccc(C(F)(F)F)c1)NCCCOc1cccnc1 (stereo unspecified) do in these assays?
HCMV inh: 19; Sm TGR inh: -25%; AmpC inh no detg: 66%[activator]; AmpC inh detg: inconclusive; AMA1-RON2 inh: 22%

How did O=S(=O)(NCc1ccccc1)c1ccc2c(c1)OCCO2 do in these assays?
HCMV inh: 11; Sm TGR inh: -2%; FBPA Giardia inh: -14%; AmpC inh no detg: -14%; AmpC inh detg: inconclusive; AMA1-RON2 inh: -9%

What do the screens show for `Cc1ccc(C(=O)N/C(=C\c2ccccc2)C(=O)NCc2ccncc2)cc1`?
HCMV inh: -12; Sm TGR inh: -8%; FBPA Giardia inh: 6%; AmpC inh no detg: 33%; AmpC inh detg: -11%; AMA1-RON2 inh: 13%

How did COC(=O)c1ccccc1NC(=O)CSc1nc(NC(=O)c2ccccc2)c2c(C)c(C)oc2n1 do in these assays?
HCMV inh: 21; Sm TGR inh: -29%; FBPA Giardia inh: 6%; AmpC inh no detg: -19%; AmpC inh detg: inconclusive; AMA1-RON2 inh: -3%

How did CCCCOC(=O)CSCC(=O)Nc1cc(C)on1 do in these assays?
HCMV inh: 24; Sm TGR inh: 5%; FBPA Giardia inh: 4%; AmpC inh no detg: -8%; AmpC inh detg: 6%; AMA1-RON2 inh: 0%

How did O=C(O)C1CCN(C(=O)c2ccc3c(c2)OCO3)CC1 do in these assays?
HCMV inh: 13; Sm TGR inh: -9%; AmpC inh no detg: -17%; AmpC inh detg: inconclusive; AMA1-RON2 inh: 2%

What do the screens show for `CCCn1c(N)c(C(=O)CSc2ncc(C(F)(F)F)cc2Cl)c(=O)[nH]c1=O`?
HCMV inh: -35; Sm TGR inh: 1%; FBPA Giardia inh: 1%; AmpC inh no detg: -43%; AmpC inh detg: 1%; AMA1-RON2 inh: -1%

An excerpt from above in order of SMILES length, lowest first.
What do the screens show for `Cc1ccc(C(=O)N/C(=C\c2ccccc2)C(=O)NCc2ccncc2)cc1`?
HCMV inh: -12; Sm TGR inh: -8%; FBPA Giardia inh: 6%; AmpC inh no detg: 33%; AmpC inh detg: -11%; AMA1-RON2 inh: 13%

What do the screens show for `COc1ccc(NC(=O)CN(C)C(=O)CNC(=O)c2ccc3ccccc3c2)cc1`?
HCMV inh: 30; Sm TGR inh: -1%; AmpC inh no detg: 0%; AmpC inh detg: inconclusive; AMA1-RON2 inh: -10%

How did COC(=O)c1ccccc1NC(=O)CSc1nc(NC(=O)c2ccccc2)c2c(C)c(C)oc2n1 do in these assays?
HCMV inh: 21; Sm TGR inh: -29%; FBPA Giardia inh: 6%; AmpC inh no detg: -19%; AmpC inh detg: inconclusive; AMA1-RON2 inh: -3%

The listing picks up, repeating the three entries before the break.
How did CCCCOC(=O)CSCC(=O)Nc1cc(C)on1 do in these assays?
HCMV inh: 24; Sm TGR inh: 5%; FBPA Giardia inh: 4%; AmpC inh no detg: -8%; AmpC inh detg: 6%; AMA1-RON2 inh: 0%

How did O=C(O)C1CCN(C(=O)c2ccc3c(c2)OCO3)CC1 do in these assays?
HCMV inh: 13; Sm TGR inh: -9%; AmpC inh no detg: -17%; AmpC inh detg: inconclusive; AMA1-RON2 inh: 2%

What do the screens show for `CCCn1c(N)c(C(=O)CSc2ncc(C(F)(F)F)cc2Cl)c(=O)[nH]c1=O`?
HCMV inh: -35; Sm TGR inh: 1%; FBPA Giardia inh: 1%; AmpC inh no detg: -43%; AmpC inh detg: 1%; AMA1-RON2 inh: -1%

Results for Cc1ccc(N2CC(O)Cn3c2nc2c3c(=O)n(C)c(=O)n2C)cc1 (stereo unspecified) ?
HCMV inh: -25; Sm TGR inh: 80%[activator]; FBPA Giardia inh: -3%; AmpC inh no detg: 0%; AmpC inh detg: 1%; AMA1-RON2 inh: 24%

How did CCCNC(=O)Nc1ccc(C)cc1C do in these assays?
HCMV inh: -36; Sm TGR inh: 0%; FBPA Giardia inh: 1%; AmpC inh no detg: -1%; AmpC inh detg: -2%; AMA1-RON2 inh: -2%

Results for COc1ccc(-c2cnc(SCCNC(=O)c3ccc4c(c3)OCO4)[nH]2)cc1 ?
HCMV inh: -29; Sm TGR inh: 0%; AmpC inh no detg: -41%; AmpC inh detg: inconclusive; AMA1-RON2 inh: -15%

How did COc1ccccc1NC(=O)Nc1cccnc1 do in these assays?
HCMV inh: -37; Sm TGR inh: 0%; FBPA Giardia inh: 4%; AmpC inh no detg: -22%; AmpC inh detg: 0%; AMA1-RON2 inh: -17%

What do the screens show for `O=C(Cn1c(=O)n(-c2ccc(F)cc2)c(=O)c2sc3ccccc3c21)NC1CCCC1`?
HCMV inh: -6; Sm TGR inh: 0%; AmpC inh detg: 18%

Results for CC(C)CNC(=O)[C@H](Cc1ccccc1)NC(=O)c1ccco1 ?
HCMV inh: 5; Sm TGR inh: 0%; FBPA Giardia inh: 1%; AmpC inh no detg: 1%; AmpC inh detg: 4%; AMA1-RON2 inh: 8%

Results for CN1C(=O)c2ccccc2Sc2ccc(NC(=O)NCc3cccc(Cl)c3)cc21 ?
HCMV inh: -33; Sm TGR inh: -7%; AmpC inh detg: 26%

Results for CCCCCCCC(=O)Nc1cc(C(=O)NCCC)ccc1N1CCC2(CC1)CC(c1ccccc1)=NO2 ?
HCMV inh: -3; Sm TGR inh: 0%; FBPA Giardia inh: 12%; AmpC inh no detg: -18%; AmpC inh detg: -8%; AMA1-RON2 inh: -5%

How did CCc1ccc2oc(=O)cc(CN3CCN(CCO)CC3)c2c1 do in these assays?
HCMV inh: -27; Sm TGR inh: 2%; FBPA Giardia inh: -2%; AmpC inh no detg: 4%; AmpC inh detg: -14%; AMA1-RON2 inh: 3%

Results for COc1ccc(N(C)C(=O)Nc2ccc3c(c2)nnn3C)cc1 ?
HCMV inh: -2; Sm TGR inh: -10%; FBPA Giardia inh: inconclusive; AmpC inh no detg: -12%; AmpC inh detg: inconclusive; AMA1-RON2 inh: -7%

What do the screens show for `O=C(CCCN1C(=O)/C(=C/c2ccccc2)SC1=S)N1CCOCC1`?
HCMV inh: -97*; Sm TGR inh: 0%; AmpC inh no detg: 153%[activator]; AmpC inh detg: 2%; AMA1-RON2 inh: inconclusive

Results for COCCn1c(C)cc(C(=O)CSc2nc(C)c(C)c(C)n2)c1C ?
HCMV inh: 15; Sm TGR inh: -17%; FBPA Giardia inh: -17%; AmpC inh no detg: 44%; AmpC inh detg: 3%; AMA1-RON2 inh: 0%

How did Cc1cc(Cl)ccc1OCCCC(=O)NCC1CCCO1 (stereo unspecified) do in these assays?
HCMV inh: 5; Sm TGR inh: 0%; FBPA Giardia inh: 4%; AmpC inh no detg: 19%; AmpC inh detg: -15%; AMA1-RON2 inh: -13%

How did CCc1noc(C)c1C(=O)OC(C)C(=O)c1c(C)[nH]c2ccccc12 (stereo unspecified) do in these assays?
HCMV inh: -3; Sm TGR inh: 5%; AmpC inh no detg: -5%; AmpC inh detg: -1%; AMA1-RON2 inh: -7%

How did NC(=O)C1CCN(C(=O)c2cc(-c3ccc(Cl)s3)nc3ccccc23)CC1 do in these assays?
HCMV inh: -28; AmpC inh no detg: 233%[activator]; AMA1-RON2 inh: 0%

What do the screens show for `CCCCc1ccc(NC(=O)CC(C)C)cc1`?
HCMV inh: -37; FBPA Giardia inh: -7%; AmpC inh no detg: -10%; AmpC inh detg: 6%; AMA1-RON2 inh: 6%

What do the screens show for `CCN(CC(=O)Nc1c(F)cccc1F)C(=O)C1CC(=O)N(c2ccc3c(c2)OCCO3)C1` (stereo unspecified)?
HCMV inh: 3; Sm TGR inh: 1%; AmpC inh no detg: -1%; AmpC inh detg: -16%; AMA1-RON2 inh: -5%

High-throughput results (PubChem BioAssay)
